From PubChem
GPR151 ag – activates the human receptor GPR151. activation, % at 11.2 µM. 650,000 tested, 1% active. AID 1508602. PathHunter beta-arrestin GPR151 cells, luminescence; in the data active = activation above about 4.9%;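 note: 0% = median of compound wells and 100% = cells with positive control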
Target sequence (Q8TDV0 whole entry, looked up): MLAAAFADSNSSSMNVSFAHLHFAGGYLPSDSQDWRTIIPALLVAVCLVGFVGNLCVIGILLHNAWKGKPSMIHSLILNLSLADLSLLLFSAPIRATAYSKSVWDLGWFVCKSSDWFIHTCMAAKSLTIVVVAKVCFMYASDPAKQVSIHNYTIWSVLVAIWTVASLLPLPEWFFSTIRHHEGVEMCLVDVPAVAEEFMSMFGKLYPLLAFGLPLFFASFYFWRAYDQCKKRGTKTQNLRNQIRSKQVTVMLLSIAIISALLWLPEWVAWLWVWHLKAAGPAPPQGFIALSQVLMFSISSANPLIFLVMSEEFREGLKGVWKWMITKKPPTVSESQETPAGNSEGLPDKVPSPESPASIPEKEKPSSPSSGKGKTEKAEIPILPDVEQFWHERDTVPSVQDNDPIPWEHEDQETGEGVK
FBW7 activator – human FBW7 E3 ligase activation, primary screen; AID 1259310; AlphaScreen FBW7–phospho-cyclin E peptide binding, activator screen; Q969H0; normalized activity (activation), % at 26.1 µM; 650,000 tested, 0.13% active; in the data active = normalized activity above about 1.9%;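 note: purified mutant Fbw7 with reduced substrate affinity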
MITF primary – inhibitors of human MITF. AlphaScreen MITF homodimerization, bead proximity signal. inhibition, % at 2.6 µM. O75030. 650,000 tested, 0.91% active; in the data active = inhibition above about 50%;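 note: 0% = vehicle wells with protein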
Target sequence (O75030 whole entry, looked up): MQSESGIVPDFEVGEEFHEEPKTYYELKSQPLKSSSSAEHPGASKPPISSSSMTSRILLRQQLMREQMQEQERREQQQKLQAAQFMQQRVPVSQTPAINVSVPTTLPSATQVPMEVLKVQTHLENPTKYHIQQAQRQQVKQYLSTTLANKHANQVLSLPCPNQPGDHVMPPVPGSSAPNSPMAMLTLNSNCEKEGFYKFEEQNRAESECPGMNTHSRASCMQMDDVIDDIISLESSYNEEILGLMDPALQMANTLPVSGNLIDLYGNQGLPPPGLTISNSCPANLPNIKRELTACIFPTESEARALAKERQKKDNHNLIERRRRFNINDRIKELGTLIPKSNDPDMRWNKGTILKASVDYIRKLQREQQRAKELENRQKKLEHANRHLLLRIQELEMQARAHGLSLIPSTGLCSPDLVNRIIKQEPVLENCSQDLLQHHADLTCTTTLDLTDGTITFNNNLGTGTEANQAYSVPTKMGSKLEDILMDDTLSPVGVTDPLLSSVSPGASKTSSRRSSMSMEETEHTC
TEAD-YAP inh – TEAD-YAP interaction inhibition; HEK-TIYL cells, TEAD-Gal4/YAP UAS-luciferase luminescence; inhibition, % at 9.12 µM; 640,000 tested, 1.4% active; AID 1259422; in the data active = inhibition above about 32%;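 note: 0% = median of test compound wells and 100% = reference inhibitor wells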
* hit, by the source's call; & = joins results of further samples.

The line under a structure holds: GPR151 ag | FBW7 activator | MITF primary | TEAD-YAP inh
CCOC(=O)CCN(Cc1cc(OC)c(OC)c(OC)c1)S(=O)(=O)c1c(C)cc(C)cc1C
  0.3 | -0.1 | -3 | -1
O=C(O)c1nccnc1C(=O)Nc1ccc(F)cc1[N+](=O)[O-]
  0.1 | -0.2 | -2 | -4
CCOC(=O)C1=C2SCC(=O)N2C(N)=C(C(=O)OC(C)C)C1
  -0.8 | 0.0 | -5 | 7
CC(C)N(CCNC(=O)c1cccc(Nc2ncccn2)c1)C(C)C
  -0.9 | 0.7 | 9 | 10
O=C(Oc1ccccc1O)c1ccccc1
  -3.1 | 0.0 | 24 | -3
CN(Cc1ccccc1)S(=O)(=O)c1cc(C(=O)Nc2ccccc2Cl)ccc1F
  -1.0 | 0.0 | 15 | 7
CCOc1ccc(CC(=O)N(c2ccc(OC)cc2OC)C2C=CS(=O)(=O)C2)cc1 (stereo not given)
  -0.4 | -0.1 | -2 | 7
N#Cc1ccc(N2CCN(C(=O)c3ccccc3Br)CC2)c(F)c1
  0.0 | 0.0 | -2 | -7
CN(C)CC(C)(C)CNC(=O)c1cc(=O)c2ccccc2o1
  3.2 | 0.1 | 5 | 1
CC1=C(C(=O)OCC(C)C)C(c2ccsc2)C2=C(CCCC2=O)N1 (stereo not given)
  3.6&-0.7 | -0.2&-0.1 | -14&-8 | 6&-6
COc1ccc(-n2c(SCC(=O)Nc3ccc(C)cc3)nc3n[nH]c(C)c3c2=N)cc1
  0.5 | 0.1 | 0 | -4
O=c1c2ccccc2ncn1CCCCOc1ccc(I)cc1
  -0.1 | -0.1 | 7 | -3
O=C(Oc1coc(CSc2ncccn2)cc1=O)C(c1ccccc1)c1ccccc1
  1.2 | 0.0 | 1 | 11
COc1cccc(NC(=S)N/N=C/c2ccc(O)cc2O)c1
  -2.5 | 0.2 | 10 | -18
COc1cccc(/C=N/Nc2nc(=O)[nH]nc2C)c1OC
  -6.0 | 0.2 | 35 | -8
CC(=O)CN=C(NS(=O)(=O)c1ccc(Cl)cc1)c1ccccc1
  -0.5 | 0.0 | 4 | 10
O=C(N/N=C/c1ccco1)c1cc([N+](=O)[O-])cc([N+](=O)[O-])c1
  0.0 | -0.1 | 10 | 4
C=CCn1c(SCC(=O)c2ccccc2)nc2sc3c(c2c1=O)CCC3
  -0.2 | 0.0 | -5 | -6
O=C(CSc1ccc(Cl)cc1)N/N=C/c1c(O)[nH]c(=O)[nH]c1=O
  1.9 | -0.1 | 6 | 2
COc1ccc(-c2noc(CN(C)Cc3nc4ccc(F)cc4[nH]3)n2)cc1
  -0.7 | 0.0 | -7 | 8

4 entries from above, with tabs:
Molecule	GPR151 ag	FBW7 activator	MITF primary	TEAD-YAP inh
COc1cccc(NC(=S)N/N=C/c2ccc(O)cc2O)c1	-2.5	0.2	10	-18
COc1cccc(/C=N/Nc2nc(=O)[nH]nc2C)c1OC	-6.0	0.2	35	-8
CC(=O)CN=C(NS(=O)(=O)c1ccc(Cl)cc1)c1ccccc1	-0.5	0.0	4	10
O=C(N/N=C/c1ccco1)c1cc([N+](=O)[O-])cc([N+](=O)[O-])c1	0.0	-0.1	10	4

Additional results.
The line under a structure holds: GPR151 ag | FBW7 activator | MITF primary | TEAD-YAP inh
Cc1ccccc1C(=O)NCC(c1cccs1)N1CCc2ccccc2C1 (stereo not given)
  -1.5 | 0.0 | -6 | 1
CCOC(=O)c1cnn(-c2ccccc2)c1NC(=O)Cc1cccc(OC)c1
  2.4 | 0.0 | 10 | -4
O=C(c1ccco1)N(CCCO)Cc1cc2cc3c(cc2[nH]c1=O)OCO3
  -1.5 | 0.3 | 25 | 2
CC(NC(=S)Nc1ccc(S(=O)(=O)Nc2ncccn2)cc1)C1CCCO1 (stereo not given)
  -0.7 | 0.8 | 21 | -6
CC1=C(C(N)=O)C(c2cccc(OCc3ccccc3)c2)NC(=S)N1 (stereo not given)
  0.4 | -0.2 | -7 | 1
COc1cccc(CNC(=O)CCC2CCCN(S(=O)(=O)c3ccccc3)C2)c1 (stereo not given)
  -1.2 | -0.2 | -5 | -1
CC(=O)Oc1ccc([C@H]2C(C#N)=C(N)OC3=C2C(=O)CC(C)(C)C3)cc1
  0.2 | -0.1 | -8 | 3
COc1ccc(NC(=O)/C(=C/c2cccc([N+](=O)[O-])c2)NC(=O)c2ccc(F)cc2Cl)cc1OC
  -0.4 | -0.1 | -8 | -2
c1cncc(CNc2ncnc3nc(-c4cccs4)[nH]c23)c1
  -1.9 | -0.1 | 27 | 5
COc1cccc(NC(=O)CSC2=Nc3ccccc3C3=NC(C(C)C)C(=O)N23)c1 (stereo not given)
  0.2 | 0.0 | 0 | -8
COc1ccc(-c2nnc(SCC(=O)OCc3ccccc3)o2)cc1OC
  -0.1 | -0.1 | 0 | 11
CCCCC1(C2CCCCC2)Cc2ccccc2-c2nc(SCC(=O)OCC)[nH]c(=O)c21 (stereo not given)
  -0.1 | -0.1 | 5 | 2
CCCN1CCC(NC(=O)CCc2nnc(Cc3cc(OC)ccc3OC)o2)CC1
  -0.6 | 0.1 | 2 | -5
COc1cc(OC)c(OC)cc1/C=N/N=C1\NC(=O)C(CC(=O)O)S1 (stereo not given)
  0.8 | 0.1 | 4 | 7
Cc1ccc(-c2nn3c(=O)c4ccccc4nc3c3ccccc23)cc1
  -0.8 | 0.5 | 6 | 4
O=C1c2ccc([N+](=O)[O-])cc2C(=O)N1Cc1ccc(Cl)cc1Cl
  -1.1 | 0.5 | 10 | 1
CC(C)(CO)Nc1nc(-c2ccccc2)c2cc(Br)ccc2n1
  0.5 | 0.5 | -27 | -4
COc1cccc(-c2cc(C(F)(F)F)nc(-n3cnc([N+](=O)[O-])n3)n2)c1
  -1.1 | 0.0 | -3 | 7
COc1ccc2nc(NC(=O)CN3CCC(n4nnc5cc(C)ccc54)CC3)sc2c1
  -1.2 | -0.1 | 1 | 8
N#Cc1cc2cc3c(cc2nc1SCC(=O)N1CCCCC1)OCO3
  -0.5 | -0.1 | -5 | -5
COc1ccc(/C=N/C2=NNC(c3ccc(OC)cc3)=CS2)cc1
  2.0 | 0.2 | 5 | 5
COc1ccc(C(=O)/C=C\Nc2cc([N+](=O)[O-])ccc2C)c(OC)c1
  0.6 | -0.3 | -6 | -11
COc1ccccc1C(=O)Nc1ccc2nc(SCC(=O)Nc3ccc(Br)cc3)sc2c1
  -0.1 | 0.1 | 13 | -1
COc1cc(-c2cnc3ccc(NCc4cccs4)nn23)cc(OC)c1OC
  1.0 | -0.1 | -2 | -10
CCN(C1CCCCC1)S(=O)(=O)c1ccc(C(=O)Nc2ccccc2Cl)cc1
  0.5 | 0.5 | -2 | 14
CCOC(Cn1c(SCC(=O)N2CCCC2)nc2ccccc2c1=O)OCC
  0.3 | -0.2 | -11 | -12
Oc1ccc(CCNc2nc(-c3cccs3)nc3c2ncn3-c2ccccc2)cc1
  -1.6 | -0.2 | 14 | 11
COc1ccc(OC)c(S(=O)(=O)NCc2cccs2)c1
  0.9 | 0.0 | 9 | 12
COc1ccccc1N1CCN(CCCCNC(=O)c2ccc3ccccc3c2)CC1
  -0.8&-2.9 | 0.3&0.1 | 13&4 | 12
CCc1nn(CC(=O)OC)c(=O)c2cc3sc(C)cc3n12
  1.4 | -0.1 | 13 | 4

An excerpt from above in order of SMILES length, low to high:
The line under a structure holds: GPR151 ag | FBW7 activator | MITF primary | TEAD-YAP inh
N#Cc1ccc(N2CCN(C(=O)c3ccccc3Br)CC2)c(F)c1
  0.0 | 0.0 | -2 | -7
COc1ccccc1C(=O)Nc1ccc2nc(SCC(=O)Nc3ccc(Br)cc3)sc2c1
  -0.1 | 0.1 | 13 | -1
CC(=O)Oc1ccc([C@H]2C(C#N)=C(N)OC3=C2C(=O)CC(C)(C)C3)cc1
  0.2 | -0.1 | -8 | 3

(list continues)
The line under a structure holds: GPR151 ag | FBW7 activator | MITF primary | TEAD-YAP inh
Cc1cccc(NC2SC(=O)N(CC(=O)O)C2=O)c1 (stereo not given)
  -0.2 | 0.1 | 6 | 3
CCC(C)(C)C(=O)Nc1nnc(C(F)(F)F)s1
  1.5 | -0.2 | 3 | 5
CN1CCN(Cc2c(O)ccc3cc(-c4ccc(Cl)cc4)c(=O)oc23)CC1
  0.0 | 0.6 | -28 | 6
O=C(O)C1CCC(CNCc2ccncc2)CC1 (stereo not given)
  0.6 | 0.0 | 8 | -4
CCOC(=O)C1=C(O)/C(=C/c2cc(OC)c(O)c(OC)c2)SC1=Nc1ccc(OC)cc1
  0.4 | 0.7 | 7 | -14
COc1ccc(CCNC(=O)c2cc(-c3cccc(OC)c3)nc3ccccc23)cc1
  -1.7 | 0.5 | 0 | 9
CN1CCN(C(CNS(=O)(=O)c2ccccc2)c2ccc3c(c2)OCO3)CC1 (stereo not given)
  -0.4 | 0.0 | -14 | 3
CCCCCCC(=O)Nc1nnc(C(C)(C)C)s1
  -1.5 | 0.3 | 27 | 1
Oc1ccccc1C1=NNC(O)(C(F)(F)F)C1 (stereo not given)
  -0.1 | 0.3 | -1 | 2
CCc1ccc(-n2c(=S)[nH]c3[nH]ncc3c2=O)cc1
  -0.4 | 0.7 | 3 | -2
COC(=O)c1sc(NC(=O)C(C)Oc2ccc(Cl)cc2C)c(C(=O)OC)c1C (stereo not given)
  0.6 | -0.1 | 3 | -4
Cc1ccc(C2CC(C(F)(F)F)n3ncc(C(=O)NCC4CCCO4)c3N2)cc1 (stereo not given)
  -1.4 | 0.8 | 10 | 0
COc1ccccc1C(=O)Oc1cc(N)n(S(=O)(=O)c2ccc(C)cc2)n1
  0.9 | -0.1 | 8 | 2
Cc1ccc(-n2c(CNS(C)(=O)=O)nnc2SCC(=O)Nc2ccccc2C)cc1
  -0.3 | 0.1 | 2 | -5
Cc1cc(=O)oc2ccc(OCc3ccccc3)cc12
  0.0 | 0.2 | -12 | -9
O=C(Nc1ccc2oc(-c3cccc(Br)c3)nc2c1)c1ccc(F)cc1
  1.0 | 0.2 | 1 | -3
CC1=C(C(N)=O)C(c2ccncc2)n2nc(-c3cccc(Cl)c3)nc2N1 (stereo not given)
  1.1 | 0.1 | -8 | -4
Cc1noc(NS(=O)(=O)c2ccc(NC(=O)COc3ccc(Br)cc3C(C)(C)C)cc2)c1C
  1.7 | -0.1 | 5 | 5
O=C(Nc1nc(-c2ccc(Br)s2)cs1)C1=COCCO1
  1.9 | -0.1 | 7 | -8
N#Cc1nc2c(-c3nc4ccccc4s3)c(N)n(Cc3ccco3)c2nc1C#N
  1.5 | 0.0 | -3 | 4
C=CCN1C(=O)SC(CC(=O)Nc2ccc(C(=O)OCC)cc2)C1=O (stereo not given)
  -0.8 | -0.1 | -4 | 10
CCc1ccccc1NC1=C(Cl)C(=O)N(c2ccc(OC)cc2)C1=O
  -1.4 | 0.6 | 15 | 0
COc1ccc(S(=O)(=O)NC(C)C(=O)NCc2ccccn2)cc1Cl (stereo not given)
  -0.3 | 0.2 | 0 | -9
O=C(N=C1N=C2C=CC=CN2Cc2ccccc21)c1ccc(Cl)cc1
  -7.2 | -0.1 | 8 | -44
CCC(C(=O)NC(C)C)n1c2ccccc2c2cn[nH]c(=O)c21 (stereo not given)
  -0.5 | -0.3 | 7 | -3
CCn1c(SCC(=O)NC2CCCC2)nc2c(c1=O)SCC2
  0.7 | 0.1 | -13 | 9
CCOC(=O)c1sc2nc(CC(=O)OC)nc(NCCCN(CC)CC)c2c1C
  0.4 | 0.0 | 7 | 4
CCCN(C(=O)C1CCCN(c2nc(-c3ccc(OC)cc3)no2)C1)c1ccc(F)cc1 (stereo not given)
  -0.3 | 0.2 | 26 | 4
O=C(Nc1nccs1)c1ccc(NC(=O)C2CCCCC2C(=O)O)cc1 (stereo not given)
  -2.0 | -0.3 | 2 | -2
Cc1cccc(OCc2nnc(SCC(=O)Nc3ccc([N+](=O)[O-])cc3C)n2C)c1
  0.7 | 0.1 | 17 | 3
Cc1ccc(-c2nnn(CC(=O)N(CC(=O)NC(C)(C)C)c3ccc(Cl)cc3)n2)cc1
  0.2 | 1.3 | 18 | -6
CCc1ccc(C2=NN(CCC(=O)NCc3ccccc3)C(=O)CC2)cc1
  0.5 | -0.1 | 3 | 2
COC(=O)c1c(NC(=O)C(C)C)sc2c1CCC(C)C2 (stereo not given)
  -0.3 | -0.1 | 4 | 5
CC1CCCN(CC(O)COc2ccc(Br)cc2Br)C1 (stereo not given)
  0.4 | 0.6 | 11 | -6
CC(C)c1ccc(/C=C(\NC(=O)c2ccccc2)C(=O)NCc2ccco2)cc1
  -0.9 | 0.1 | 10 | -9
C=CCNC(=O)c1cc2c(n(-c3ccc(Cl)cc3)c1=O)CC(C)(C)CC2=O
  0.6 | 0.1 | -6 | -2
CC(=O)c1c(C)[nH]c(C(=O)OCC(=O)Nc2cc(Cl)cc(Cl)c2)c1C
  -0.3 | 0.5 | 8 | 17
CCOc1ccc2nc(N3CCCC(NCc4cnn(CC)c4)CC3)nc(C)c2c1 (stereo not given)
  -0.1 | 0.9 | 9 | 8
CC(=O)Nc1nc(Cn2c(-c3nonc3NC(C)=O)nc3ccccc32)nc(N(C)C)n1
  -0.4 | -0.2 | -10 | 15
Cc1ccc(C)c(-c2csc(NC(=O)c3cc(Cl)cc(Cl)c3)n2)c1
  -0.1 | 0.1 | 2 | 13
COc1ccccc1CN(Cc1cc2cccc(C)c2n2nnnc12)C(=O)c1cccnc1
  3.3 | 0.1 | 0 | 2
Cc1ccc(C(=O)Nc2ccc(Cl)c(NC(=O)c3ccccc3)c2)cc1[N+](=O)[O-]
  2.8 | -0.1 | -9 | -5

Rows are unselected; any-hit rate near 3.4%.
